Tau FP inhib – inhibitors of human tau fibril formation; P10636; K18 P301L tau heparin fibrillization, Alexa594 FP, 6 h; Potency, µM (series often up to 57.7 µM), for the others: at the top dose activity, negative = inhibition, actives largely listed as inhibitors; 280,000 tested, 0.39% active; also: nearly all actives have a fitted effect of over 55% in size
Target sequence (P10636 561-689 P618L limits assumed): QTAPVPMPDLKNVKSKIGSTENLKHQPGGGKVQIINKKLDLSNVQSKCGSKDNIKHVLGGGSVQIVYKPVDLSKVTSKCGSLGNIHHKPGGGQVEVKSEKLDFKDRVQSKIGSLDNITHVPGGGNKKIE
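Human tau K18 […] P301L fragment, 15 uM unlabeled plus 0.24 uM Alexa 594-labeled tau (final), with compound and 20 uM heparin in 100 mM sodium acetate pH 7; 6 hr at 37 C, then Alexa 594 FP read.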
RECQ1 helicase – RECQ1 (human) helicase inhibition. P46063. RECQ1 DNA unwinding, red fluorescence kinetic read. Potency, µM (doses to about 57.3 µM), for inactives: at the top dose activity, negative = inhibition, actives largely listed as inhibitors. 240,000 tested, 0.54% active;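 also: plate controls were vehicle for no effect and no enzyme for full effect; nearly all actives have a fitted effect of over 30% in size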
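50 nM RECQ1T1 preincubated 15 min with compound in Tris pH 8.0 buffer with MgCl2, DTT, Tween-20 and 2.5 ug/ml poly(dI-dC); started with 200 nM TAMRA/BHQ-2 forked duplex and 2 mM ATP. Unwinding read as fluorescence (525/598 nm), two reads 2 h apart.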
TR SRC2 fluor cs – counter-screen for TRb-SRC2 inhibitors: fluorescence interference; AID 1479; 280,000 tested, 0.29% active; Potency, µM (top dose mostly 106 µM), for inactives: at the highest dose fluorescence change, negative = quenching; TRb/SRC2 Texas Red total fluorescence interference; active = well fitted curve in either direction with a large enough effect; inconclusive = small, poorly fitted or top-dose-only effect
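Flags fluorescent or light-absorbing compounds by total fluorescence, S + 2P, at 555 nm excitation and 632 nm emission. Mixture: 20 nM Texas Red SRC2 peptide, 0.6 uM human TRb LBD, 1 uM T3, 5% DMSO; compound exposure 5 h at ambient temperature.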
KDM4E inh – inhibitors of human JMJD2E histone demethylase | Potency, µM (series often up to 57.1 µM), without a hit: at the top dose activity change, negative = inhibition, actives largely listed as inhibitors | JMJD2E catalytic domain, FDH-coupled NADH fluorescence (FDH is formaldehyde dehydrogenase) | 230,000 tested, 1.6% active | AID 2147 | B2RXH2; active = well fitted inhibition curve with a large enough effect, not every such curve was filed as active; inconclusive = small, poorly fitted or top-dose-only effect, or another doubt; inactive = no such curve, though single readings can be large or run the other way;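 also: 0% = wells with enzyme and -100% = buffer wells without enzyme; nearly all actives have a fitted effect of over 50% in size; many of its hits are not listed in these tables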
Target sequence (B2RXH2 1-337 limits assumed): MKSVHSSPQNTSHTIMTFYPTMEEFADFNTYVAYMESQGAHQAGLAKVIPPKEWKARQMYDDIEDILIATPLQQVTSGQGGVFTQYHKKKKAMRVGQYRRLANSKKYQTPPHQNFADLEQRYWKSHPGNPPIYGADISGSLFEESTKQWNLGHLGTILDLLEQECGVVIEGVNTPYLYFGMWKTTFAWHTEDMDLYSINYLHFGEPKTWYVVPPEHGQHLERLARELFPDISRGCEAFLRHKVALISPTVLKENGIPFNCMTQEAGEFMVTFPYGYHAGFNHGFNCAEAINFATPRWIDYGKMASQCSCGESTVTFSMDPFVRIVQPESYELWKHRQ
GoLoco inh red – blocks human Gai1 binding to RGS12 GoLoco peptide, red readout. P63096. Gai1:RGS12 GoLoco peptide FP, rhodamine, 10 min. Potency, µM (top dose mostly 61.6 µM), for the others: at the top dose activity, negative = inhibition, usual class: inhibitors. 230,000 tested, 0.44% active; active = well fitted inhibition curve with a large enough effect, not every such curve was filed as active; inactive = no such curve, though single readings can be large or run the other way; also: nearly all actives have a fitted effect of over 30% in size; many of its hits are not listed in these tables
TRb-SRC2 inh – disrupts binding of human TR beta to SRC2. P10828. TRbeta-SRC2 peptide binding, fluorescence polarization; receptor liganded with 1 µM T3. Potency, µM (highest dose often 106 µM), for the others: top-dose activity change, negative = inhibition, actives largely listed as inhibitors. 280,000 tested, 0.065% active;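 also: plate controls were bound peptide for no effect and peptide without receptor for full effect; nearly all actives have a fitted effect of over 50% in size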
Target sequence (P10828 whole entry, looked up): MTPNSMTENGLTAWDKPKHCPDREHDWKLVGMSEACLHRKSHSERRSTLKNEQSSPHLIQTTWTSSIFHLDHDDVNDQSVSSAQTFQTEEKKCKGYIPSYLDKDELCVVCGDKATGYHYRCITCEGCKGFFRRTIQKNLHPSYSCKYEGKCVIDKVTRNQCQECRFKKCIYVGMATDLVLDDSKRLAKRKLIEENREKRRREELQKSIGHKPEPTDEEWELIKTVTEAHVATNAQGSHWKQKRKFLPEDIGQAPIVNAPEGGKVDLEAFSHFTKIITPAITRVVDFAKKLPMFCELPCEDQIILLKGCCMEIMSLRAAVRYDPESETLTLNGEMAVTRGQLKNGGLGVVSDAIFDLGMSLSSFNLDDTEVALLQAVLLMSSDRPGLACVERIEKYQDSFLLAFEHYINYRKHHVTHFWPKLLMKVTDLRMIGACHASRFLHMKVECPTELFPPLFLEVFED
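Fluorescence polarization of 20 nM Texas Red SRC2 peptide with 0.6 uM human TRb ligand-binding domain, in Tris buffer with 1uM T3 and 5% DMSO. Incubated 5 hr ambient; normalized to unbound and bound controls.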
L3MBTL1 inh – blocks human L3MBTL1 | AlphaScreen L3MBTL1–H3K9me1 peptide binding | Potency, µM (titrated, usually from 57.1 µM), inactives show at the highest dose activity, negative = inhibition, hits mostly inhibitors | 230,000 tested, 0.66% active; also: nearly all actives have a fitted effect of over 60% in size
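L3MBTL1 (50 nM) pre-complexed 30 min with biotinylated H3(1-15)K9me1 peptide (75 nM), then compounds added for 30 min at room temperature; AlphaScreen streptavidin donor/nickel chelate acceptor beads (10 ug/mL final) read after 30 min dark incubation.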
Tau ThT inhib – inhibitors of human tau fibril formation, thioflavin T binding | recombinant tau K18 P301L, heparin-induced fibrillization, ThT fluorescence | AID 1460 | 270,000 tested, 2.1% active | Potency, µM (titrated, usually from 57.4 µM), inactives show at the highest dose activity, negative = inhibition, actives largely listed as inhibitors; also: nearly all actives have a fitted effect of over 55% in size
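ThT emission at 510 nm, taken 1 hr after adding 30 uM dye, quantifies aggregates formed when 20 uM heparin acts on human tau K18 P301L for 6 hr at 37 C.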
The depositor's hits bear a star; i = inactive; ? = inconclusive; . = not tested or not shown; [ ] = dose if it differs, or a comment. Unless noted, calls follow the shape of the dose curve; as a rule, active = well fitted curve in the direction sought with a large enough effect; inconclusive = small, poorly fitted or top-dose-only effect, or another doubt; inactive = no such curve, though single readings can be large; an effect the other way counts as inactive or inconclusive. Unless noted, % is scaled to controls: 0 for no effect and ±100 for the full control effect; potency is read from the fitted curve at half-maximal effect. The list is partial. The share of hits here may be higher or lower than overall.

Below each compound: Tau ThT inhib | TR SRC2 fluor cs | L3MBTL1 inh | Tau FP inhib | TRb-SRC2 inh | KDM4E inh | RECQ1 helicase | GoLoco inh red
#1 COc1ccc2c(c1)C(C)=CC(C)(C)N2S(=O)(=O)c1ccc(Br)cc1
  -14% | -2% | 11% | -10% | 2% | 15% | -24% | 12%
#2 CC(=O)N1N=C(c2ccccc2)OC12CCCC2
  -6% | -2% | 9% | -6% | 5% | ? | -10% | 3%
#3 COc1ccccc1C(=O)NCCc1c(C)[nH]c2c(C)ccc(F)c12
  9% | 0% | -14% | 8% | 1% | -4% | -5% | 6%
#4 Cc1ccc(-c2cc(C(=O)NCC3CCCO3)no2)cc1 (stereo unspecified)
  -9% | -3% | . | -5% | -1% | 3% | 1% | 6%
#5 Cc1cc(C)nc(SC2=CS(=O)(=O)c3ccccc32)n1
  ? | 1% | -4% | -4% | -13% | -2% | 0% | 8%
#6 COC(=O)C1=C(C)NC2=C(C(=O)CCC2)C1c1coc2ccccc2c1=O (stereo unspecified)
  -1% | -3% | . | 6% | 3% | -9% | -4% | 10%
#7 CCOc1ccc2nc(/N=C/c3c(C)[nH]n(-c4ccc(C)cc4)c3=O)sc2c1
  ? | -5% | 2% | -1% | -5% | -9% | -1% | 7%
#8 Cn1c(=O)cc(SCC(=O)N2CCN(c3ccccc3F)CC2)c2cc(Cl)ccc21
  -15% | 0% | . | 9% | -8% | . | . | .
#9 COCCNC(=O)/C(C#N)=C/c1ccc(O)c([N+](=O)[O-])c1
  ? | -2% | -5% | -8% | -1% | -21% | i | 8%
#10 CN1CCN(C(=O)/C=C/c2cn(-c3ccccc3)nc2-c2ccc3c(c2)OCCO3)CC1
  2% | -6% | -21% | -13% | -1% | ? | i | 11%
#11 O=C(/C=C(\c1ccccc1)n1cncn1)c1ccccc1
  -5% | -2% | -2% | -2% | -4% | 1% | 1% | 8%
#12 O=C(CNC1CCCCC1)N1CCc2ccccc2C1
  0% | -2% | . | ? | 5% | -17% | -3% | -7%
#13 Cc1ccc(-c2nc3cc(C(C)C)ccc3o2)cc1NC(=O)c1cc([N+](=O)[O-])ccc1N1CCOCC1
  -12% | 6% | . | 0% | 4% | . | . | .
#14 CCOc1cc(C(=S)N2CCOCC2)ccc1OS(=O)(=O)c1ccc(NC(C)=O)cc1
  -6% | -4% | -4% | -8% | -13% | -1% | i | -7%
#15 Cc1cc(C(=O)O)c(C)n1-c1ccccc1
  -9% | 0% | . | -5% | -2% | 8% | i | 5%
#16 CCN(CC)C(=O)CN(C#N)c1nc(OC)nc(N(C)C)n1
  7% | -3% | 2% | -2% | -1% | -2% | -10% | 6%
#17 CN(C)c1ccc(S(=O)(=O)NCC(=O)OCC(=O)Nc2cc(Cl)cc(Cl)c2)cc1[N+](=O)[O-]
  28µM* | -1% | -11% | ? | 7% | ? | -9% | 15%
#18 Cc1ccc(CN2C(=O)c3ccccc3CC2(C)C(=O)NC2CCCCC2)cc1 (stereo unspecified)
  -11% | ? | . | -6% | 3% | . | . | .
#19 COc1cccc(OC(=O)CSc2nnc(-c3ccccc3OC)o2)c1
  7% | -1% | . | -8% | 1% | . | . | .
#20 Cc1ccc(C(=O)COC(=O)c2ccccc2NC(=O)c2ccccc2)cc1[N+](=O)[O-]
  5% | 1% | -8% | -3% | 0% | 5% | -14% | 3%
#21 Cc1ccc2oc(=O)n(CC(=O)OC(C)C)c2c1
  -6% | 2% | 0% | -5% | 9% | 6% | -8% | 10%
#22 CC(C)Nc1nc(NC(C)C)nc(N(C)C#N)n1
  0% | -2% | 1% | -10% | -4% | 4% | -6% | -1%
#23 Cc1cc(C)c(C#N)c(SCC(=O)C2CC2)n1
  -12% | -1% | 5% | 0% | -7% | 27% | 0% | -2%
#24 O=c1c2cccnc2nc2n1CCCCC2
  -7% | -4% | 0% | -1% | -2% | 2% | -5% | 11%
#25 CCc1ccccc1Nc1nn2c(=O)c3ccc(C(=O)Nc4ccc(OC)cc4)cc3nc2s1
  ? | -3% | . | 1% | 8% | . | . | .
#26 O=C(NCC(O)CN1CCOCC1)c1ccc([N+](=O)[O-])cc1 (stereo unspecified)
  6% | -1% | 6%[11.4 µM] | -3% | -4% | 8% | i | 5%
#27 CSc1ccc(NC(=O)N2CCN(c3nc4ccccc4s3)CC2)cc1
  ? | -3% | . | -5% | -2% | 4% | -5% | -6%
#28 CCOC(=O)CN1CC23C=CC(O2)C(C(=O)Nc2ccc4c(c2)OCO4)C3C1=O (stereo unspecified)
  -14% | 0% | 14% | 4% | 4% | 0% | -4% | -1%
#29 CCOC(=O)Cc1ccc(NCc2ccc(Cl)cc2)cc1
  ? | -2% | . | 10% | -8% | -19% | 5% | -5%
#30 COc1cccc(N2CC(O)Cn3c2nc2c3c(=O)n(CCCc3ccccc3)c(=O)n2C)c1 (stereo unspecified)
  -9% | 0% | -1% | 10% | 10% | -7% | -3% | -4%

Next part; the last 5 above are carried over.
Below each compound: Tau ThT inhib | TR SRC2 fluor cs | L3MBTL1 inh | Tau FP inhib | TRb-SRC2 inh | KDM4E inh | RECQ1 helicase | GoLoco inh red
#26 O=C(NCC(O)CN1CCOCC1)c1ccc([N+](=O)[O-])cc1 (stereo unspecified)
  6% | -1% | 6%[11.4 µM] | -3% | -4% | 8% | i | 5%
#27 CSc1ccc(NC(=O)N2CCN(c3nc4ccccc4s3)CC2)cc1
  ? | -3% | . | -5% | -2% | 4% | -5% | -6%
#28 CCOC(=O)CN1CC23C=CC(O2)C(C(=O)Nc2ccc4c(c2)OCO4)C3C1=O (stereo unspecified)
  -14% | 0% | 14% | 4% | 4% | 0% | -4% | -1%
#29 CCOC(=O)Cc1ccc(NCc2ccc(Cl)cc2)cc1
  ? | -2% | . | 10% | -8% | -19% | 5% | -5%
#30 COc1cccc(N2CC(O)Cn3c2nc2c3c(=O)n(CCCc3ccccc3)c(=O)n2C)c1 (stereo unspecified)
  -9% | 0% | -1% | 10% | 10% | -7% | -3% | -4%
#31 O=C(CN1CCN(c2ccccc2O)CC1)NNC(=O)c1ccc(Cl)cc1
  -11% | 1% | -3% | ? | 7% | -7% | i | 2%
#32 Clc1ccccc1COc1ccccc1-c1nnco1
  -6% | -5% | 2% | 2% | 0% | -4% | -11% | 9%
#33 COc1cccc(CNS(=O)(=O)c2ccc3c(c2)CCN3C(=O)C2CCC2)c1
  ? | -1% | . | -5% | 1% | . | . | .
#34 COc1ccccc1NC(=O)CN(c1ccc(C)cc1)S(=O)(=O)c1c(C)n[nH]c1C
  -18% | 2% | -21% | -7% | 6% | -3% | -8% | .
#35 COc1cccc(CNC(=O)c2cc3cc(C)ccc3n2C)c1
  -7% | 4% | . | -6% | -3% | . | . | .
#36 CCCCOc1ccc(C(=O)N/C(=C\c2ccc([N+](=O)[O-])cc2)C(=O)OCc2ccco2)cc1
  -2% | 1% | -3% | 6% | -5% | 1% | -12% | -16%
#37 N#CCCNC(=O)CCN1CCCCC1
  -10% | 0% | . | ? | 5% | 10% | -12% | 10%
#38 CC(C)c1ccc(NC(=O)Cn2c3ncccc3c(=O)n2-c2ccccc2)cc1
  ? | 0% | . | -21% | -1% | . | . | .
#39 O=C(N1CCOCC1)C(F)(F)C(=O)N1CCOCC1
  -14% | 4% | -1% | 4% | 1% | 6% | i | 12%
#40 Cc1cc(N2CCC(C(N)=O)CC2)nc(-c2ccccc2)n1
  -8% | -5% | . | 3% | -4% | 1% | -9% | -9%
#41 CCc1nn(CC(=O)NCc2cccc(OC)c2)c(=O)c2cc3cc(F)ccc3n12
  -12% | -3% | . | -7% | 7% | . | . | .
#42 N#Cc1c(SCC(N)=O)nsc1SCc1ccccc1Cl
  7% | 0% | 3% | -12% | 2% | 9% | -3% | -2%
#43 C=CCn1c(SCC(=O)N2CCOCC2)nc2sc3c(c2c1=O)CCCC3
  -14% | 2% | 3% | 0% | 5% | -3% | i | 4%
#44 Cc1ccccc1Nc1c(-c2ccc(N3CCOCC3)cc2)nc2ccc(Br)cn12
  ? | -3% | . | 11% | 2% | . | . | .
#45 COc1cccc2cc(C(=O)C3=C(O)C(=O)N(CCN(C)C)C3c3ccc(F)cc3)oc12 (stereo unspecified)
  -12% | -2% | -1% | 5% | -1% | -12% | -3% | 4%

Quoted at random: 2 records from the list, in no set order.
Below each compound: Tau ThT inhib | TR SRC2 fluor cs | L3MBTL1 inh | Tau FP inhib | TRb-SRC2 inh | KDM4E inh | RECQ1 helicase | GoLoco inh red
#43 C=CCn1c(SCC(=O)N2CCOCC2)nc2sc3c(c2c1=O)CCCC3
  -14% | 2% | 3% | 0% | 5% | -3% | i | 4%
#45 COc1cccc2cc(C(=O)C3=C(O)C(=O)N(CCN(C)C)C3c3ccc(F)cc3)oc12 (stereo unspecified)
  -12% | -2% | -1% | 5% | -1% | -12% | -3% | 4%

Assay outcomes (PubChem)
